High-throughput results deposited in PubChem by IUPUI and University of Michigan.
ST2 IL33 inh: IL1RL1 inhibition. AlphaLISA ST2-Fc/biotin-IL-33 interaction, 1 h. inhibition, % for hits at 17 µM. 78,000 tested, 2.3% active; in the data active = inhibition above about 30%; inconclusive = mostly about 10% to 28%
Target sequence (Q01638 whole entry, looked up): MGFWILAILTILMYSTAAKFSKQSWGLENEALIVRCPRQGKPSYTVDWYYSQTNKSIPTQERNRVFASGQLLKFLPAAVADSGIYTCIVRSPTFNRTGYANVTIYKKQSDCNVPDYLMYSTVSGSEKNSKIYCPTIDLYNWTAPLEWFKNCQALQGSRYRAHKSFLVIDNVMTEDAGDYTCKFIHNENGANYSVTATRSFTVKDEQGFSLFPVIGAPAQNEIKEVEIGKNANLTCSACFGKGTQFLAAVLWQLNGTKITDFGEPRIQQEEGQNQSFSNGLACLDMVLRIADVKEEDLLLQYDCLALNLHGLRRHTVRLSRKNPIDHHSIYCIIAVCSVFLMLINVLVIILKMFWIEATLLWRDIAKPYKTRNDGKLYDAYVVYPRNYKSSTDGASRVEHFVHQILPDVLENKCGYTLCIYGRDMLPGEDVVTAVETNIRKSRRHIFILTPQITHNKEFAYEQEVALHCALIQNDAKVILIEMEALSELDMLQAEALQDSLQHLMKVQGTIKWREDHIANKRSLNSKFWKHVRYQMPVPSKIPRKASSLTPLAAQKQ
* hit, by the source's call; i = inactive; ? = inconclusive. These rows are one share of the data; count on the stated rates, not on these rows.

The opening 6 entries (preview)
smiles	ST2 IL33 inh
N#Cc1c2n(c3c(=O)[nH]cnc13)CCCCC2	?
Cc1ccc(CCNC(=O)CN2C(=O)/C(=C/c3ccccc3F)Sc3ccccc32)cc1	i
CC1=C(C(=O)Nc2cccc(C)n2)C(c2cccc([N+](=O)[O-])c2)C2=C(CC(C)(C)CC2=O)N1 (stereo unspecified)	i
CN(Cc1cc(-c2ccccc2)no1)C(=O)c1cn(Cc2ccccc2F)nn1	i
Cn1c(=O)c2cc(S(=O)(=O)Nc3cccc(F)c3)ccc2n(C)c1=O	?
CCC(C)c1ccccc1OCCCN1CCOCC1 (stereo unspecified)	i

The listing, repeating the preview:
smiles	ST2 IL33 inh
N#Cc1c2n(c3c(=O)[nH]cnc13)CCCCC2	?
Cc1ccc(CCNC(=O)CN2C(=O)/C(=C/c3ccccc3F)Sc3ccccc32)cc1	i
CC1=C(C(=O)Nc2cccc(C)n2)C(c2cccc([N+](=O)[O-])c2)C2=C(CC(C)(C)CC2=O)N1 (stereo unspecified)	i
CN(Cc1cc(-c2ccccc2)no1)C(=O)c1cn(Cc2ccccc2F)nn1	i
Cn1c(=O)c2cc(S(=O)(=O)Nc3cccc(F)c3)ccc2n(C)c1=O	?
CCC(C)c1ccccc1OCCCN1CCOCC1 (stereo unspecified)	i
COc1ccc(NC(=O)c2cc(-c3cccs3)on2)cc1OC	?
Cc1ccc2c(c1)N(C(C)C(=O)N1CCOCC1)C(=O)CO2 (stereo unspecified)	i
CCOC(=O)c1oc2ccccc2c1NC(=O)C(C)C	i
CC(C)c1ccc(N(C(=O)c2cccc(Cl)c2)C2C=CS(=O)(=O)C2)cc1 (stereo unspecified)	i
Cc1ccccc1SC1CCN(C(=O)C(=O)c2cccnc2)CC1	?
Cc1ccc(NC(=O)CN2CCCN(S(=O)(=O)c3ccc(Br)s3)CC2)cc1	i

Next structures
smiles	ST2 IL33 inh
CSc1ccccc1NC(=O)c1noc2c1CCc1ccccc1-2	i
COc1ccc(NC(=O)NC[C@H]2O[C@@H](CO)[C@@H](O)[C@H]2N2CCOCC2)cc1	i
CCN(CC)C(=O)[C@@H]1C[C@H](N)CN1C(=O)Cc1ccc(F)c(C)c1	i
Cc1ccc(NC(=O)c2ccccc2Cl)c(Br)c1	i
OC(c1nc2ccccc2[nH]1)C(O)c1nc2ccccc2[nH]1 (stereo unspecified)	i
CC1(c2ccccc2)CC(C)(C)N2C(=O)Cc3cccc1c32 (stereo unspecified)	i
C=CCOc1ccc(C=Nc2ccc(S(=O)(=O)Nc3ccccn3)cc2)cc1OCC	i
CC(=O)NCCc1ccccc1	?
COc1ccc(/C=C2/SC(=O)N(CC(=O)NCCO)C2=O)cc1OC	?
CCCCOc1ccc2c3c(c(=O)oc2c1)CCC3	i
CC(C#N)C(C)(O)c1ccccc1 (stereo unspecified)	i
COc1ccc(NC(=O)c2cnc3n(c2=O)CCS3)cc1OC	i

The listing continues.
smiles	ST2 IL33 inh
O=C(NCCCN1CCCCC1)c1ccc2c(c1)ncn2C1CCCC1	i
C=CCOC(=O)Oc1ccc2c(=O)c(-c3ccccc3OC)coc2c1	?
O=c1oc2ccccc2c(O)c1C=Nc1ccc(I)cc1	i
COc1cc(C2Nc3ccc(C(=O)c4ccccc4)cc3NC3=C2C(=O)CCC3)ccc1O (stereo unspecified)	?
CC1CCc2c(sc3nc(SCC(=O)NCc4ccccc4)n(C)c(=O)c23)C1 (stereo unspecified)	i
Cc1nc(C)c(CN(C)CC2CC(=O)N(C3CCCC3)C2)s1 (stereo unspecified)	i
O=C(Cn1cnc2c(oc3ccccc32)c1=O)NCc1ccccc1	?
CC1C/C(=C\CC(CC(N)=O)CC(=O)O)C(=O)C(C)C1 (stereo unspecified)	i
O=C(O)CCc1nn2c3ccccc3n(CC(=O)c3ccccc3)c2nc1=O	i
COC(=O)c1nc2n(n1)C(c1ccc(Br)cc1)C(C(=O)OC1CCCCC1)=C(C)N2 (stereo unspecified)	i
N=c1oc2ccc([N+](=O)[O-])cc2cc1C(=O)Nc1ccccc1Cl	i
COc1cccc(Cn2nc(C(=O)NC3CC3)c3c2CCN(C(=O)CCc2c[nH]c4ccccc24)C3)c1	i

The list continues.
smiles	ST2 IL33 inh
CCC(C)OC(=O)C1=C(C)NC2=C(C(=O)C(C(=O)OC)C(C)C2)C1c1cccs1 (stereo unspecified)	i
Cc1ccc(C(=O)NC2CCCCC2)cc1S(=O)(=O)N1CCCC1	i
Cc1ccccc1NC(=O)c1cc2ccccc2o1	i
Cn1cnnc1SCCn1ccnc1-c1ccc(-c2ccn[nH]2)o1	?
COc1cccc(-n2c(=O)c3c(C)c(C)sc3n(CC(=O)Nc3cc(C)[nH]n3)c2=O)c1	i
FC(F)(F)c1cc(-c2ccc(Cl)cc2)nc(N2CCOCC2)n1	i
Cc1cccc2sc(NC(=O)C(NS(=O)(=O)c3cccs3)C(C)C)nc12 (stereo unspecified)	i
CCc1ccc(OCC(=O)Nc2ccc(S(=O)(=O)N3CCCC3)cc2)cc1	?
COc1cc(/C=C(\C#N)c2nc(-c3ccc(Br)cc3)cs2)ccc1O	33%*
Cn1c(=O)c2[nH]c(SCC(=O)c3ccc(F)cc3)nc2n(C)c1=O	i
COc1ccc2c(OC)c3ccoc3nc2c1OC	i
CC1CCc2c(sc3c2c(=O)n(C)c2nnc(SCc4ccc5c(c4)OCO5)n32)C1 (stereo unspecified)	i

Additional compounds
smiles	ST2 IL33 inh
CC1=C(C(=O)N2CCOCC2)C(c2ccc(Cl)cc2)n2c(nc3ccccc32)N1 (stereo unspecified)	i
CN1C[C@@H](NC(=O)c2ccccc2)C[C@H]1c1nc(-c2ccc(F)cc2)no1	i
CCOC(=O)C1CCCN(C(=O)c2cn(C)c(=O)c3cc(OC)c(OC)cc23)C1 (stereo unspecified)	35%*
CCOc1ccc(C(=O)Nc2cccc(NC(=O)C(C)C)c2)cc1[N+](=O)[O-]	i
Cc1cccc(Cc2c(C)nc3nc(SCC(=O)NCc4ccco4)nn3c2C)c1	i
CCCCOc1ccc(S(=O)(=O)N2CCN(c3nc(C)cc(Nc4ccc(OC)cc4)n3)CC2)cc1	?
Cn1c(=O)c2cc(S(=O)(=O)Nc3cccc(Cl)c3)ccc2n(C)c1=O	i
COc1nc(SCC(=O)O)nc(N2CCOCC2)n1	i
O=S(=O)(CCOc1ccccc1)N1C[C@H]2CC=CC[C@H]2C1	i
O=C(CCN1C(=O)c2ccccc2C1=O)Nc1cccnc1	i
COc1cccc(/C=C2\CS/C(=C\c3cccc(OC)c3OC)C2=O)c1OC	39%*
CCCC(C)NS(=O)(=O)c1ccc(C)cc1 (stereo unspecified)	i

Filtered by structure, those above containing a nitro group on carbon
smiles	ST2 IL33 inh
CC1=C(C(=O)Nc2cccc(C)n2)C(c2cccc([N+](=O)[O-])c2)C2=C(CC(C)(C)CC2=O)N1 (stereo unspecified)	i
N=c1oc2ccc([N+](=O)[O-])cc2cc1C(=O)Nc1ccccc1Cl	i
CCOc1ccc(C(=O)Nc2cccc(NC(=O)C(C)C)c2)cc1[N+](=O)[O-]	i

Looked up by structure from above (2):
smiles	ST2 IL33 inh
Cc1ccccc1SC1CCN(C(=O)C(=O)c2cccnc2)CC1	?
CCOC(=O)c1oc2ccccc2c1NC(=O)C(C)C	i

(listing goes on)
smiles	ST2 IL33 inh
COc1cccc(OC)c1C(=O)N1CCCCC1	i
COc1ccc(-n2nc3cc(C)c(NC(=O)c4cccnc4)cc3n2)cc1	i
CCC(C)NC(=O)C1(O)c2cc(Br)ccc2NC(=O)N1c1ccc(C)c(C)c1 (stereo unspecified)	i
CC(=O)c1c(N2CCOCC2)nc(=O)n(-c2ccccc2)c1C	?
CC1OC(OCC2OC(Oc3c(-c4ccc(O)cc4)oc4cc(O)cc(O)c4c3=O)C(OC3OC(C)C(O)C(O)C3O)C(O)C2O)C(O)C(O)C1O (stereo unspecified)	i
O=C(Nc1ccc2nc(C3CCCCC3)[nH]c2c1)C1CCCCC1	i
COc1ccc(CN2CCc3ccccc3C2)c(OC)c1OC	?
O=C(Cc1cccs1)NC1CC(=O)N(Cc2ccccc2C(F)(F)F)C1 (stereo unspecified)	i
Cc1ccc(-c2nc3ccccn3c2Nc2ccc(F)cc2)o1	?
COc1ccc(C(=O)NC2CC(=O)N(c3ccccc3)C2)cc1 (stereo unspecified)	i
O=C(NCCc1cccc(F)c1)c1ccc(CSc2ncccn2)o1	?
CCCC(=O)N1c2ccccc2-c2nnc(SC)nc2OC1c1ccco1 (stereo unspecified)	i

Next compounds follow.
smiles	ST2 IL33 inh
COc1cccc(OCCSc2nc3ccccc3c(=O)[nH]2)c1	i
CSc1nnc2c(n1)[nH]c1ccc(C)cc12	i
Cc1cc2c(nn1)CCc1nonc1-2	i
CCC(NC1CCN(C(=O)c2ccccc2)CC1)c1ccnn1C (stereo unspecified)	i
c1ccc(N2CCN(Cc3cccs3)CC2)cc1	?
Cc1c(Cl)c(C)c([N+](=O)[O-])c(O)c1C=Nc1ccc(F)cc1	i
Cc1ccc(N2CCCS2(=O)=O)cc1NC(=O)COc1ccc(F)cc1	i
CC(NS(C)(=O)=O)C(c1cccs1)N1CCOCC1 (stereo unspecified)	i
Cc1cccc(NC(=O)c2cc3cc(Cl)cc(Cl)c3oc2=N)c1	i
CCCSc1nnc2c(n1)OC=Nc1ccccc1-2	i
Cc1ccc(OCC(=O)Nc2ccc([N+](=O)[O-])cc2C)c(Br)c1	i
CN(Cc1ccccc1)C(=O)C[C@@H]1O[C@H](CNS(=O)(=O)c2ccc(Cl)cc2)[C@@H](O)[C@H]1O	?

Next part.
smiles	ST2 IL33 inh
CCC(=O)Nc1nonc1-c1nc2ccccc2n1Cc1ccc(Cl)cc1Cl	i
CCN1C(=O)C2(C(C#N)=C(N)Oc3n[nH]c(-c4ccccc4)c32)c2ccccc21 (stereo unspecified)	i
O=C(c1cc2c(s1)CCCC2)N1CCC(Cn2cc(CCO)nn2)CC1	i
Cc1c(C(C)NC2CCN(Cc3ccccn3)CC2)cnn1-c1ccc(F)cc1F (stereo unspecified)	i
O=C(CSc1nc2c(c(=O)n1-c1ccccc1)SCC2)N1CCOCC1	?
COc1ccc(NC(=O)c2cc3c(=O)n4ccccc4nc3n2C)c(OC)c1	i
COCCN1C(=O)NC(Cc2ccc(F)cc2)(C2CCN(C(=O)c3ccc(F)cc3)CC2)C1=O (stereo unspecified)	?
CCCc1nc(CN(CC)C(=O)C2CCc3ccccc3C2)no1 (stereo unspecified)	?
Cc1ccc(C(C)C)cc1S(=O)(=O)NCc1ccco1	?
COc1ccccc1NC(=O)CSc1nc2c(cc1C#N)CCCCC2	i
Cc1[nH]n(-c2ccccc2)c(=O)c1C1(C(F)(F)F)C(=O)Nc2c1c(=O)n(C)c(=O)n2C (stereo unspecified)	i
Cc1ccc(C)c(NC(=O)NCCc2nc3cccnc3n2-c2ccccc2)c1	?

(further entries)
smiles	ST2 IL33 inh
CC(C)CNC(=O)c1cc(CC(C)C)on1	i
O=C(c1ccc(N2C(=O)C3C4C=CC(C4)C3C2=O)cc1)N1CCCCC1 (stereo unspecified)	i
O=C(NC1CCCCC1)N[C@H]1CO[C@H]2[C@@H]1OC[C@@H]2n1nnnc1Oc1ccc(-n2ccnc2)cc1	i
O=C(CSc1ncnc2sc3c(c12)CCC3)c1ccc(F)cc1	i
CC1CCN(C(=O)C[C@@H]2O[C@H](CNC(=O)NC3CCCCC3)[C@@H](O)[C@H]2O)CC1	i
O=C(C1CC1)N1CCc2cc(Br)cc(S(=O)(=O)N3CCCCCC3)c21	i
O=C1C2CCCCC2C(=O)N1c1ncn[nH]1 (stereo unspecified)	i
COc1cccc(CC2CN(C(=O)CNC(N)=O)CCO2)c1 (stereo unspecified)	i
Cc1ccc(S(N)(=O)=O)cc1NS(=O)(=O)c1ccc(Cl)cc1	i
CN1CCN(C)C2(CCN(C(=O)C3(c4ccc(Cl)cc4)CCC3)CC2)C1	?
CCc1cc(-c2c(F)cccc2OC)ccc1NC(C)=O	i
COc1ccccc1CN1C(=O)CCC1(C)C(=O)NC1CCCCC1 (stereo unspecified)	?

The list goes on.
smiles	ST2 IL33 inh
CCCCN(C)CCCNC(=O)CN1C(=O)/C(=C\c2cccc(Cl)c2)Sc2ccccc21	43%*
CCCCN(Cc1ccco1)C(=O)c1c(C)nn(CC)c1C	i
O=C(CCCn1cnc([N+](=O)[O-])n1)Nc1ccc(Br)cc1	?
CC(C)OCCCNC(=O)c1cc2c(=O)n3ccccc3nc2n1C	i
COCC1(C(=O)NC2CN(C)S(=O)(=O)c3ccsc32)CCC1 (stereo unspecified)	i
CCc1ccccc1NC(=O)NCCc1nc2cccnc2n1Cc1ccc(C)cc1	?
Cc1cccc(N2CCN(Cc3ccoc3)CC2)c1C	?
COc1ccc(C[C@H](NC(=O)[C@@]2(O)C[C@@H](O)[C@H](O)[C@@H](NC(=O)c3cccnc3)C2)C(N)=O)cc1	i
CC(C)NC(=O)[C@@H]1C[C@H](N)CN1C(=O)c1ccc(CN2CCCCCC2)cc1	?
CNC(=O)c1ccc(Cn2c(=O)c3cc(OC)c(OC)cc3n(CC(=O)NCCC(C)C)c2=O)cc1	i
O=C(Nc1c(-c2cccs2)nc2ccccn12)C1CCCCC1	i
Cn1c(CC2CCNCC2)nnc1SCc1ncccn1	i

The list continues.
smiles	ST2 IL33 inh
C=CCN(Cc1ccc(C)s1)C(=O)C(C)OC(C)C (stereo unspecified)	i
Cc1ccc(S(=O)(=O)n2nc(C)cc2C)cc1	i
O=C(C1CCC1)N1CCc2cc(S(=O)(=O)NCc3ccccn3)ccc21	i
Cc1ccc(N(CC(=O)Nc2ccc3c(c2)OCO3)S(C)(=O)=O)cc1Cl	?
CC1(C)CC(=O)C2=C(C1)OC(c1ccc(Cl)cc1Cl)C(C#N)=C2N (stereo unspecified)	i
O=C1C2CC=CCC2C(=O)N1c1ccc(F)c(Cl)c1 (stereo unspecified)	?
COC(=O)c1cc2n(n1)CCCN(CC(C)c1ccccc1)C2 (stereo unspecified)	i
O=C(CCN1CCCCO1)N1CCOC(CCCc2ccccc2)C1 (stereo unspecified)	i
COC(=O)CSc1nnc(COc2ccccc2)o1	i
